Source: PubChem BioAssay (Sanford-Burnham Center for Chemical Genomics)
UPR CHOP act: activators of apoptotic CHOP UPR arm, primary screen, cell-based, CHO-CHOP luciferase reporter, luminescence, uHTS; hit rate 0.34% among 330,000; activation, % at 10 µM; UPR activation; percent of tunicamycin response over DMSO baseline;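 active = at 10 µM dose, activation of 40% or more, normalized to positive control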;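 also: 100% = tunicamycin at 10 µg/mL and 0% = DMSO alone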
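Material: CHO-CHOP cells, stable luciferase reporter of PERK-eIF2a-CHOP signalling; quantity: 500 reporter cells seeded per well; buffer or medium: F12 medium containing 10% fetal bovine serum; compound: one dose, 10 µM in 0.5% DMSO; incubation: 6 h compound treatment, 37 °C; measured by: Steady-Glo luciferase luminescence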
UPR XBP1 act: activators of adaptive XBP1 UPR arm, primary screen, cell-based, CHO-XBP1 luciferase reporter, luminescence, uHTS; AID 463104, 2010; IRE1-XBP1 UPR activation; percent of tunicamycin response, DMSO as zero; activation, % at 20 µM; hit rate 0.33% among 330,000;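 active = versus positive control, 20 µM dose yields 30% or more activation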;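 also: 100% = tunicamycin at 10 µg/mL and 0% = DMSO only wells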
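Material: IRE1-XBP1 luciferase reporter CHO line / Quantity: one thousand reporter cells per well / Buffer or medium: F12 with 10% serum / Compound: 20 µM single concentration, DMSO 1% / Times: 6 h treatment, 37 °C / Detection: Steady-Glo luciferase glow luminescence, 10 min after reagent addition / Benchmarks: tunicamycin high, DMSO low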
APJ antagonist: antagonists of human apelin receptor APJ, primary screen, CHO-K1 cells, beta-arrestin complementation, luminescence. P35414. inhibition, % at 20 µM. hit rate 0.32% among 330,000;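 active = inhibition above about 40% at 20 µM, limit read from the data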;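 also: cells challenged with 10 nM apelin-13 agonist together with compound; plate controls were apelin-13 plus DMSO wells for no effect and DMSO wells lacking apelin-13 for full effect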
Target sequence (P35414 whole entry, looked up): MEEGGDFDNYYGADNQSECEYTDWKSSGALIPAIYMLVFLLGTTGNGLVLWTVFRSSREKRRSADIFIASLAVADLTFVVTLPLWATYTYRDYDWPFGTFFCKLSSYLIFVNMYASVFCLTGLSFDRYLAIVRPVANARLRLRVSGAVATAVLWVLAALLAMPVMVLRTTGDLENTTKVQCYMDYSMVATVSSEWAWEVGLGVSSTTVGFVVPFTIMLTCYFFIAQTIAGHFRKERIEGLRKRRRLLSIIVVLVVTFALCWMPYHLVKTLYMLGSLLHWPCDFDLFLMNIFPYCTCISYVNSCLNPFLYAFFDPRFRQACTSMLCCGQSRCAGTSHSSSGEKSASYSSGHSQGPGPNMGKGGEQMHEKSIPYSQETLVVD
tim23-1 inh: growth inhibitors of tim23-1 mutant yeast, primary screen, luminescence, uHTS. S. cerevisiae tim23-1 growth, BacTiter-Glo luminescence, 24 h. inhibition, % at 20 µM. hit rate 1.3% among 330,000. AID 463212, 2010;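 active = growth inhibition of the mutant yeast at or above 50%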;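 also: temperature-sensitive mutant grown at 25 °C; plate controls were DMSO-treated mutant yeast for no effect and medium wells lacking yeast for full effect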
Jurkat NFkB inh: inhibitors of induced NF-kB luciferase reporter, primary screen, TCR NF-kB activation inhibitor project, cell-based, luminescence, uHTS; Jurkat, PMA/ionomycin-induced NF-kB luciferase reporter; inhibition, % at 4 µM; hit rate 0.53% among 330,000; AID 435003, 2010; in the data active = inhibition above about 50%
APJ ag: agonists of human apelin receptor APJ, primary screen, CHO-K1 cells, PathHunter beta-arrestin, luminescence | P35414 | activation, % at 20 µM | hit rate 0.11% among 330,000 | 0% DMSO wells, 100% apelin;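 active = activation more than six SD over the plate average, tested at 20 µM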;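 also: 0% = DMSO alone and 100% = apelin-13 at 10 nM; some results filed as inactive read as strong as hits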
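Test system: CHO-K1 APJ beta-arrestin complementation cell line. Amount: cell density 1000 per well. Controls: DMSO negative, 10 nM Apelin-13 positive. Signal: luminescent beta-gal fragment complementation, chemiluminescent substrate. Read-out basis: agonist-driven arrestin binding to APJ. Timing: compound stimulation 90 min at 25 °C, detection 60 min.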
Mdm2 MdmX PPI: inhibitors of human Mdm2-MdmX association, primary screen, cell-based, luminescence, split luciferase, SaOS-2, uHTS | AID 485346, 2010 | inhibition, % at 8 µM | Protein Mdm4 (Homo sapiens) + E3 ubiquitin-protein ligase Mdm2 (Homo sapiens), … | SaOS-2 split-luciferase Mdm2/MdmX complementation | hit rate 3% among 330,000;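 active = inhibition of at least 50% at 8 µM in the primary screen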
697 NFkB inh: inhibitors of PMA/ionomycin-induced NF-kB reporter, 697 cells, primary screen, B-cell NF-kB inhibitor project, cell-based, luminescence, uHTS. 697 B-cell NF-kB luciferase reporter, 16 h. inhibition, % at 4 µM. AID 435022, 2010. hit rate 0.33% among 330,000; in the data active = inhibition above about 35%
* marks the source's active call; other numbers are inactive results.

Molecule,UPR CHOP act,UPR XBP1 act,APJ antagonist,tim23-1 inh,Jurkat NFkB inh,APJ ag,Mdm2 MdmX PPI,697 NFkB inh
CN(C)/C=C/C(=O)c1c(F)cccc1F,1.8,1,3,13,15,-2,-4,21
O=C(Oc1ccc(-c2cnc3ccccc3n2)cc1)c1cccc([N+](=O)[O-])c1,3.1,1,-4,-41,-92,-1,-171,-154
CCOC(=O)c1c(NC(=O)CN2C(=O)NC(C)(c3ccccc3)C2=O)sc(C)c1C (stereo not given),0.9,-2,-11,21,3,-1,71*,18
Nc1nonc1-n1nnc(C(=O)N/N=C/c2ccncc2)c1CSc1ccc(Cl)cc1,-1.2,-6,-10,-2,-3,7,21,-41
CC(NS(=O)(=O)c1ccc2c(c1)CC(=O)N2C)c1ccccc1 (stereo not given),0.9,-2,-19,5,3,-1,10,-5
CCCCNC(=O)Nc1c(C(=O)OC)[nH]c2ccc(C)cc12,0.2,-1,16,-3,1,-1,24,0
CCOC(=O)CC1C(C(=O)OCC)ON2OC(C(=O)OC)C(C(=O)OCC)C12 (stereo not given),-2.4,-3,-7,12,5,5,-31,-43
CC(=O)Nc1ccc(SC[C@H](Cc2ccccc2)N2CCN(CC(C)C)CCC2=O)cc1,0.8,2,-4,7,5,2,-23,7
COc1cc(/C=C(\C#N)c2ccccn2)ccc1OCC(=O)Nc1cccc(C(F)(F)F)c1,1.4,1,-4,3,-10,0,61*,0
O=C(CN1CCN(Cc2ccccc2F)CC1)Nc1ccccc1Cl,1.1,1,7,9,7,-2,-3,10
COc1ccc(NC(=O)Cn2nnc(-c3ccc(CN4CCOCC4)cc3)n2)c(OC)c1,1.1,-1,-2,-10,12,-3,8,24
COc1cc(C(C)=O)ccc1OCC(=O)OCC(=O)c1cc(C)n(CC2CCCO2)c1C (stereo not given),2.4,-1,23,12,-8,-2,11,28
Cc1ccc(N=Cc2cc(C)n(C3CCCC3)c2C)cc1,0.9,-2,-9,6,-7,-3,25,9
COCC(=O)N=Nc1c(O)[nH]c2ccccc12,1.4,2,13,-6,7,-1,-14,18
ClCc1nc2ccccc2n1Cc1ccccc1,3.5,-3,-15,30,-5,-4,-5,-10
CCOC(=O)/C(C#N)=C/c1c(Oc2cccc(C)c2)nc2c(C)cccn2c1=O,-0.3,1,-2,-3,8,3,-13,4
O=C(CN1CCN(c2ccc(F)cc2)CC1)Nc1ccccc1Br,2.7,-2,-19,19,19,-1,19,10
N#Cc1c(NC(=O)CSc2ncnc3sccc23)oc(-c2ccco2)c1-c1ccco1,-0.6,-1,8,7,-9,-3,19,15
O=C(C[n+]1ccc(/C=N/O)cc1)N1CCCCC1,-0.6,1,14,9,9,-2,26,-1
CCOc1ccc(C(C)NC(=O)c2ccccc2OCc2c(C)noc2C)cc1OCC (stereo not given),-0.3,-4,13,16,8,-5,14,9
CCCCn1c(SCC(=O)NC(C)(C)C)nnc1-c1ccco1,-0.6,0,-4,-7,-8,-4,-6,14
N#CCCSc1ncnc2c1oc1ccccc12,0.0,-1,5,25,3,-4,-12,22
Nn1c(SCc2cccc(Oc3ccccc3)c2)nnc1C(F)(F)F,0.2,1,-4,9,-11,0,17,3
CCN(CC(=O)Nc1ccc(C(C)=O)cc1)CC(=O)Nc1ccc2c(c1)OCCO2,0.5,-2,6,-6,-7,-6,12,10
NS(=O)(=O)c1ccc(Nc2nc(-c3cccnc3)cs2)cc1,0.8,-7,4,8,0,4,38,-1

Three entries from above, with each value named:
N#CCCSc1ncnc2c1oc1ccccc12
- UPR CHOP act: 0.0
- UPR XBP1 act: -1
- APJ antagonist: 5
- tim23-1 inh: 25
- Jurkat NFkB inh: 3
- APJ ag: -4
- Mdm2 MdmX PPI: -12
- 697 NFkB inh: 22
Nn1c(SCc2cccc(Oc3ccccc3)c2)nnc1C(F)(F)F
- UPR CHOP act: 0.2
- UPR XBP1 act: 1
- APJ antagonist: -4
- tim23-1 inh: 9
- Jurkat NFkB inh: -11
- APJ ag: 0
- Mdm2 MdmX PPI: 17
- 697 NFkB inh: 3
CCN(CC(=O)Nc1ccc(C(C)=O)cc1)CC(=O)Nc1ccc2c(c1)OCCO2
- UPR CHOP act: 0.5
- UPR XBP1 act: -2
- APJ antagonist: 6
- tim23-1 inh: -6
- Jurkat NFkB inh: -7
- APJ ag: -6
- Mdm2 MdmX PPI: 12
- 697 NFkB inh: 10

Further compounds
Molecule,UPR CHOP act,UPR XBP1 act,APJ antagonist,tim23-1 inh,Jurkat NFkB inh,APJ ag,Mdm2 MdmX PPI,697 NFkB inh
O=C(NCc1ccc(F)cc1)C(c1cccnc1)N(C(=O)c1csnn1)c1ccccc1 (stereo not given),0.2,-5,-8,17,-7,2,19,-4
COC(=O)c1cc(S(=O)(=O)N(C)c2ccc(C)c(C)c2)c[nH]1,1.0,-2,14,25,14,-2,2,7
O=C(O)c1cc(NS(=O)(=O)c2ccc(NCc3ccccc3)c([N+](=O)[O-])c2)cc(C(=O)O)c1,-1.3,-7,18,-2,0,-3,24,4
O=C(Cc1ccccc1)N/N=C/c1ccc[nH]1,1.8,3,-7,6,-10,1,-17,-16
O=C(c1ccc(S(=O)(=O)N2CCCCCC2)cc1)N1CCN(c2ccccc2F)CC1,-0.2,-6,-25,19,9,-1,-7,2
O=C(Nc1ccc2c(c1)OCO2)c1cnccn1,6.4,-3,9,11,-44,-2,-25,-31
CC1CCCC(C)N1CCCNC(=O)Cn1ncc2c3ccccc3n(C)c2c1=O (stereo not given),-0.5,0,15,10,-4,-3,20,-7
CC(C)CCN1CCN(Cc2cnc(N3CCCC3)s2)CC1CCO (stereo not given),-0.4,1,20,-1,-4,-2,6,4
O=C(NN1C(=O)C2C3c4ccccc4C(c4ccccc43)C2C1=O)C1CC1 (stereo not given),-1.6,-1,0,-2,12,-3,2,-1
COc1ccc(NC(=O)Nc2c(C)noc2-c2ccccc2)cc1,-1.8,-3,-2,1,2,4,-3,-12
O=c1cc(NS(=O)(=O)c2ccccc2)nc(SCc2c(Cl)cccc2Cl)[nH]1,5.3,-2,6,19,-10,0,-4,-7
CNC(=O)NC(=O)CSc1ccc(NC(C)=O)cc1,1.5,1,9,-6,8,-1,13,5
Cc1ccc(C(=O)N(CC(=O)Nc2sc(C)c(C)c2C(N)=O)C2CCCC2)cc1,0.5,-1,2,15,-21,-1,22,5
COc1cccc(NC(=O)CN(C)C(=O)c2ccccc2-c2nc3ccccc3s2)c1,-1.2,-1,8,19,-6,1,-21,1
Cc1cc(Nc2cccc(C)c2C)n2nc(C)nc2n1,-1.6,0,5,9,18,-2,20,10
O=C(CCC(=O)NC1CC1)Nc1nnc(C2CCCCC2)s1,-0.2,0,0,7,-2,-1,13,-18
CCC1CCCCN1CCn1c(=S)[nH]c2cc(OC)c(OC)cc2c1=O (stereo not given),-2.6,3,19,2,15,0,38,16
CCOCCCNC(=O)c1c(N)n(-c2ccc3c(c2)OCO3)c2nc3ccccc3nc12,1.5,0,15,6,20,-1,33,13
NC(=O)c1cc(S(=O)(=O)NCc2ccc(F)cc2)cs1,1.7,-4,8,9,2,-8,0,-9
COc1ccc(-n2cnc(N)c2C(=O)c2cccc([N+](=O)[O-])c2)cc1,-1.5,2,-3,-1,8,-2,36,-8
COc1cc(OC)c(C(=O)OCCCOC(=O)c2cc(OC)c(OC)cc2OC)cc1OC,0.9,-6,5,3,14,5,-2,5
CC(N)=Nc1ccc([N+](=O)[O-])cc1,2.8,-1,-2,11,-16,-2,-16,12
O=C(NC1CCCCCC1)c1cc(S(=O)(=O)N2CCC3(CC2)OCCO3)ccc1F,1.3,-1,15,2,8,-5,-6,-12
CCOC(=O)CCCc1sc(N)nc1-c1[nH]c(=O)[nH]c1C,-2.0,-2,-2,5,13,-4,7,-1
COc1ccccc1OCCSc1nnnn1C1CCCCC1,1.5,4,0,28,-28,-3,-27,-9
COc1ccccc1NC(=O)Cc1nnc(SCC(=O)NC2=NCCS2)n1C,-1.0,-4,1,10,-12,1,-12,5
COc1ccc(CCNC(=O)c2c[nH]c3ccc(F)cc3c2=O)cc1OC,2.4,-4,-7,12,-5,7,15,21
COc1ccc(CCNS(=O)(=O)c2ccc3c(c2)NC(=O)CO3)cc1OC,1.3,-4,-2,4,-6,-1,-5,-2
CCOc1ccc(CN(C)C(=O)c2ccc(S(=O)(=O)N(C)c3ccccc3OC)cc2)cc1,0.8,-2,-7,25,21,-2,-3,-4
CN(C)C(=O)CCC(=O)N1CCCC(N2CCN(c3cccc(C(F)(F)F)c3)CC2)C1 (stereo not given),-1.5,-7,-8,-4,-11,3,14,9
C=CCOc1c(Br)cc(CNn2nnnc2N)cc1OC,-2.2,0,-10,2,9,-2,5,19
Cc1ccc(C(C)NC(=O)c2cccnc2)cc1 (stereo not given),2.9,-2,7,-3,7,-1,22,9
CCNc1nc(Oc2ccc(=O)[nH]n2)nc(N2CCOCC2)n1,3.2,2,-3,2,1,-2,17,-4
O=C1c2ccccc2N(Cc2ccc(Cl)cc2)C2=NCCN12,-1.2,1,16,-13,-3,-4,18,-7
COC(=O)c1nn(-c2ccc(C)cc2)ccc1=O,-1.6,0,-16,1,-1,-3,10,12
CCOC(=O)CC(NC(=O)Cn1nnc(-c2ccccc2F)n1)c1ccc(OC)cc1 (stereo not given),-1.0,-3,-5,12,-8,-2,12,8
